# Screening data as filed in PubChem.
# FUS suppressor: FUS proteinopathy suppression in yeast; S. cerevisiae FUS-expressing, growth rescue, OD600, 24 h; Potency, µM (highest dose often 76.6 µM), for the others: top-dose growth rescue (activation), hits mostly activators; hit rate 0.24% among 390,000;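 further: potency means the concentration at half of the fitted maximal effect; plate controls were DMSO vehicle for no effect and reference control for full effect; nearly all actives have a fitted effect of over 55% in size; some results filed as inactive show a strong effect at the top dose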
#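 Compound concentration series was pinned onto galactose-induced FUS-expressing yeast seeded at OD 0.005. Plates sat 24hr at 30C; absorbance at 600 nm gave growth. DMSO served as background control.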
# TDP43 rescue: rescues yeast growth from TDP-43 toxicity; TDP-43 expressing yeast growth rescue, BacTiter-Glo, 24 h; Potency, µM (titrated, usually from 46.1 µM), inactives show at the top dose growth rescue (activation), actives largely listed as activators; hit rate 1.8% among 410,000; further: potency means the concentration at half of the fitted maximal effect; % of control where 0% means no effect; nearly all actives have a fitted effect of over 50% in size
#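 Cell-based yeast growth screen: TDP-43 expression induced in galactose, inoculum OD600=0.02 after raffinose pregrowth to mid-log. Read-out BacTiter-Glo luminescence at 24 hr, 30 deg C; inhibition of toxicity seen as signal increase.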
# DRD3 antagonist: antagonists of human D3 dopamine receptor; D3R cells, DiscoveRx beta-arrestin luminescence, antagonist mode; active compounds read low; max response, negative = inhibition, %; hit rate 2.5% among 360,000; AID 652054; in the data active means max response below about -50%; inconclusive means no clear call, values can overlap the other calls; further: on the % scale 0 is the no-effect control and ±100 the full control effect; mostly tested at two doses, the higher about 12 µM
#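 Cells plated overnight at 1500 cells/well, then exposed to library compounds with dopamine controls for 90 minutes at 37 degrees C. DiscoveRx reagent added for 30–60 minutes at room temperature; luminescence read, quantitative HTS format.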
# EPAC2 agonist: agonists of human EPAC2 (RAPGEF4); AID 720711; hit rate 0.079% among 360,000; Potency, µM (series often up to 154 µM), for the others: at the top dose activation, usual class: activators; EPAC2 activation, biochemical qHTS; response scale: 100% = 6.5 mM cAMP response; Q8WZA2; further: potency means the concentration at half of the fitted maximal effect; nearly all actives have a fitted effect of over 50% in size
# Target sequence (Q8WZA2 whole entry, looked up): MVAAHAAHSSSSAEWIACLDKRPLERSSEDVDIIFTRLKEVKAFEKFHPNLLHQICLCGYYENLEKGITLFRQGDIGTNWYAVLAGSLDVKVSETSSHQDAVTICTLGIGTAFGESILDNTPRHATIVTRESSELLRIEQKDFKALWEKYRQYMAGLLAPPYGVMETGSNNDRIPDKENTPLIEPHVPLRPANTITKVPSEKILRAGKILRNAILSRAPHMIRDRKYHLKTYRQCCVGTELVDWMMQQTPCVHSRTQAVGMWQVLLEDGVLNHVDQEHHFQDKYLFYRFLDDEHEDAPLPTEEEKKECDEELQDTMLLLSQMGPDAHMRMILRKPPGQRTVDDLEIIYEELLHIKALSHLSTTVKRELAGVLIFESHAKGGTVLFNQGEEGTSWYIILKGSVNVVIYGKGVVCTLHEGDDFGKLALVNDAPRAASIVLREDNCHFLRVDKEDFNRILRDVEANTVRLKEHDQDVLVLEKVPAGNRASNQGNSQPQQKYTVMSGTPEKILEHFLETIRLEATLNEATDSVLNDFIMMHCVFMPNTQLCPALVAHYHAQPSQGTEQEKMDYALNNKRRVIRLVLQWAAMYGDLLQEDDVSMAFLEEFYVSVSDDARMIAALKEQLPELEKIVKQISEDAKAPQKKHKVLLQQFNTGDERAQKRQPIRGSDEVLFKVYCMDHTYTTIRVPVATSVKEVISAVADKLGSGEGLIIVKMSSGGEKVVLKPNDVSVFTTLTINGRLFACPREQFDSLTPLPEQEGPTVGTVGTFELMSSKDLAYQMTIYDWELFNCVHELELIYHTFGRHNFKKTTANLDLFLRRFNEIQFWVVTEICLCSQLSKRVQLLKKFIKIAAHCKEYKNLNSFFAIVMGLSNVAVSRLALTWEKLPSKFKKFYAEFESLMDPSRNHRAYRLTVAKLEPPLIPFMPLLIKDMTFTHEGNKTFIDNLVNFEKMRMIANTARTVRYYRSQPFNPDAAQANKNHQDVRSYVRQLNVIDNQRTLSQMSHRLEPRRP
#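 qHTS, titration series. 100 nM EPAC2 / 250 nM Rap1B-BODIPY-GDP / 50 uM GDP; RT; ex 480/em 540 nm, 5-min reads to 30 min. Norm. to 6.5 mM cAMP = activation.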
# D3 ag: D3 dopamine receptor (human) agonism; P35462; D3R DiscoveRx beta-arrestin cells, luminescence, 90 min; max activation, %; hit rate 0.58% among 410,000; in the data active means max activation above about 30%; further: 0% is about no effect; mostly tested at two doses, the higher about 12 µM
#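 Agonist-mode cell screen: cells plated at 1500/well and incubated overnight at 37 °C, then exposed to library compounds for 90 min at 37 °C. Detection reagent was added for 30–60 min at room temperature, and luminescence was read.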
# aSyn yeast inh: rescues yeast growth from alpha-synuclein toxicity | Yeast expressing alpha-synuclein, growth rescue, BacTiter-Glo, 24 h | AID 652106 | hit rate 0.14% among 370,000 | Potency, µM (doses to about 46.1 µM), for inactives: at the highest dose growth rescue (activation), most hits filed as activators; further: potency means the concentration at half of the fitted maximal effect; % of control where 0% means no effect; nearly all actives have a fitted effect of over 65% in size
#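 Galactose-induced alpha-syn yeast (OD600=0.02, raffinose-pregrown) + pinned cpd, 24 hr, 30 deg C; growth by BacTiter-Glo luminescence. Growth restoration scores as activation.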
# Abeta rescue: compounds reversing amyloid beta toxicity in yeast; hit rate 0.063% among 410,000; Potency, µM (doses to about 46.1 µM), for the others: at the highest dose growth rescue, hits mostly activators; yeast expressing A-beta42, growth rescue, OD600, 48 h; response scale: 0% DMSO, 100% iron-clioquinol control; further: potency means the concentration at half of the fitted maximal effect; nearly all actives have a fitted effect of over 55% in size
#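 Yeast A-beta toxicity model in growth medium with pinned compounds, 48 h at 30 C; growth read as absorbance at 600 nm. Normalized to FeCl3/clioquinol equimolar mix (positive) and DMSO (negative).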
# EPAC2 antagonist: antagonists of human EPAC2; Q8WZA2; EPAC2 GEF exchange of Rap1B-BODIPY-GDP, fluorescence; Potency, µM (top dose mostly 114 µM), without a hit: at the highest dose activity, negative = inhibition, actives largely listed as inhibitors; hit rate 0.18% among 360,000; further: potency means the concentration at half of the fitted maximal effect; on the % scale 0 is the no-effect control and ±100 the full control effect; nearly all actives have a fitted effect of over 45% in size; many of its hits are not listed in these tables
# The depositor's hits bear a star; ? = inconclusive; / = not tested or not shown; [ ] = dose if it differs, or a comment. Unless noted, the call rests on the fitted dose curve; in most records, active means well fitted curve in the direction sought with a large enough effect; inconclusive means small, poorly fitted or top-dose-only effect, or another doubt; inactive means no such curve, though single readings can be large; an effect the other way counts as inactive or inconclusive. This is a subset (hit frequency here may not be typical).
SMILES,FUS suppressor,TDP43 rescue,DRD3 antagonist,EPAC2 agonist,D3 ag,aSyn yeast inh,Abeta rescue,EPAC2 antagonist
COC(=O)c1c(C)sc(-c2c(-c3ccc(F)cc3)[nH]c3[nH]c(=O)[nH]c(=O)c23)c1O,7%,9%,/,/,4,/,4%,/
O=C(CO/N=C\c1ccccc1)Nc1ccccc1C(=O)N1CCOCC1,/,0%,5,2%,3,4%,12%,2%
O=C(Cc1ccc(Br)cc1)Nc1nc2ccccc2[nH]1,-17%,3%,3,0%,-2,7%,-2%,6%
CCOC(=O)[C@H]1[C@H]2COc3cc(OC)ccc3[C@@H]2N2C(=O)CN(CC3CCCO3)C(=O)[C@@]12C (stereo partly specified),0%,8%,-17,10%,-8,-3%,8%,4%
COC(=O)c1ccc(C)c(NC(=O)CCNC(=O)c2ccc([N+](=O)[O-])cc2)c1,2%,2%,12,-6%,1,6%,0%,18%
Nc1nnc(SCC(=O)Nc2cc(S(=O)(=O)N3CCOCC3)ccc2N2CCCC2)s1,19%,17%,9,4%,3,1%,-3%,2%
CCN(C(=O)Cn1c(=O)oc2ccccc21)c1cccc(C)c1,1%,-12%,-6,-5%,-1,1%,6%,-1%
Cc1cc(NS(=O)(=O)c2ccc(NC(=O)c3ccccc3C)cc2)no1,1%,20%,-7,-7%,2,1%,2%,1%
COC(=O)c1sc(NC(=S)NC(=O)c2cccc(C)c2)nc1C,-2%,-5%,11,2%,3,11%,1%,0%
O=C(/C=C/C=C/c1ccccc1)CC1(O)C(=O)N(CCc2ccccc2)c2ccccc21 (stereo unspecified),/,?,-19,2%,3,?,0%,-4%
COc1cccc(C(=O)Nc2ccc3c(c2)C(=O)N(CCC(=O)O)C3=O)c1,22%,0%,18,3%,-15,-10%,-17%,16%
CC(C)(C)CC(=O)Nc1cc2c3c(c1)CCN3C(=O)CC2,-28%,0%,14,10%,1,-1%,8%,-3%
Cc1cccc(NC(=O)c2ccccc2-c2ccccc2)c1,1%,30%[9.22 µM],-4,15%,-2,2%,13%,-6%
COCC(C)n1c(C)cc(C(=O)COC(=O)CN=C2NS(=O)(=O)c3ccccc32)c1C (stereo unspecified),/,-20%,?,-4%,-3,-3%,12%,-2%
Cc1cccc(NC2CNC(=O)NC2=O)c1 (stereo unspecified),-13%,-11%,-1,6%,-2,-5%,0%,2%

# Next section (4 carried over from the part before).
SMILES,FUS suppressor,TDP43 rescue,DRD3 antagonist,EPAC2 agonist,D3 ag,aSyn yeast inh,Abeta rescue,EPAC2 antagonist
CC(C)(C)CC(=O)Nc1cc2c3c(c1)CCN3C(=O)CC2,-28%,0%,14,10%,1,-1%,8%,-3%
Cc1cccc(NC(=O)c2ccccc2-c2ccccc2)c1,1%,30%[9.22 µM],-4,15%,-2,2%,13%,-6%
COCC(C)n1c(C)cc(C(=O)COC(=O)CN=C2NS(=O)(=O)c3ccccc32)c1C (stereo unspecified),/,-20%,?,-4%,-3,-3%,12%,-2%
Cc1cccc(NC2CNC(=O)NC2=O)c1 (stereo unspecified),-13%,-11%,-1,6%,-2,-5%,0%,2%
O=C(Cn1c(=O)n(Cc2cccs2)c(=O)c2cccnc21)Nc1ccc(F)cc1,22%,-9%,/,/,-2,/,-25%,/
CCOC(=O)C(C)Sc1nnc2c3ccccc3n(C)c2n1 (stereo unspecified),-6%,?,1,6%,5,2%,-13%,-28%
N/C(=N\OC(=O)Cc1ccc(-c2ccccc2)cc1)c1cccc([N+](=O)[O-])c1,-30%,-3%,34,5%,10,5%,-1%,-1%
COc1ccc(C2C(C#N)=C(C)NC3=C2S(=O)(=O)c2ccccc23)cc1 (stereo unspecified),17%,2%,-21,12%,0,0%,15%,-5%
CC(C)(C)c1ccccc1NC(=O)Cn1c(=O)cnc2ccccc21,1%,-5%,3,6%,-1,1%,4%,-1%
CN1c2ccccc2C(O)=C(C(=S)Nc2ccccc2)S1(=O)=O,28%,?,-86*,7%,-1,0%,-8%,-1%
O=C(COC(=O)C1(c2ccc(Cl)cc2)CCCC1)N1CCc2ccccc21,25%,-13%,-19,1%,-9,6%,21%,-1%
COCc1cc(C)nc(OCC(=O)N/N=C/c2ccco2)c1C#N,11%,-5%,-9,4%,-3,1%,5%,14%
CC(/C=C/c1ccccc1)=N\NC(=O)CNC(=O)c1ccccc1Cl,-33%,17%,-2,8%,-2,2%,3%,-7%
COc1cc(C=O)ccc1Oc1nc(Nc2ccc(F)cc2F)nc(N2CCOCC2)n1,8%,9%,3,9%,0,1%,0%,-7%
Cc1c(NC(=O)c2ccc(=O)oc2)c(=O)n(-c2ccccc2)n1C,23%,-2%,?,-15%,-5,-3%,2%,-4%
Cc1ccccc1SCC(=O)NCCCn1ccnc1,-26%,-13%,2,3%,0,13%,15%,-2%
CN(C(=O)COC(=O)c1ccc(Cl)nc1)c1c(N)n(Cc2ccccc2)c(=O)[nH]c1=O,-2%,9%,-21,12%,4,-7%,3%,3%
COc1ccccc1NC(=S)NCCc1ccc(F)cc1,6%,7%,-24,19%,-9,-11%,?,-11%
CCCCC[C@@H]1C=C(C(=O)O)[C@H](c2ccc(C#N)cc2)N1S(=O)(=O)c1ccc(C)cc1,10%,14%,14,-1%,12,-12%,9%,-13%

# Taken from above (2 entries):
SMILES,FUS suppressor,TDP43 rescue,DRD3 antagonist,EPAC2 agonist,D3 ag,aSyn yeast inh,Abeta rescue,EPAC2 antagonist
COC(=O)c1c(C)sc(-c2c(-c3ccc(F)cc3)[nH]c3[nH]c(=O)[nH]c(=O)c23)c1O,7%,9%,/,/,4,/,4%,/
O=C(CO/N=C\c1ccccc1)Nc1ccccc1C(=O)N1CCOCC1,/,0%,5,2%,3,4%,12%,2%

# Whole records from above. Values in the order: FUS suppressor, TDP43 rescue, DRD3 antagonist, EPAC2 agonist, D3 ag, aSyn yeast inh, Abeta rescue, EPAC2 antagonist
# `COc1ccccc1NC(=S)NCCc1ccc(F)cc1` across the screens: 6%, 7%, -24, 19%, -9, -11%, ?, -11%
# `CCOC(=O)C(C)Sc1nnc2c3ccccc3n(C)c2n1` (stereo unspecified) across the screens: -6%, ?, 1, 6%, 5, 2%, -13%, -28%

# More structures.
SMILES,FUS suppressor,TDP43 rescue,DRD3 antagonist,EPAC2 agonist,D3 ag,aSyn yeast inh,Abeta rescue,EPAC2 antagonist
CCOC(=O)Cc1nnc(NC(=O)CSc2ccc(Cl)cc2)s1,18%,-7%,-53*,7%,-1,-9%,-9%,-6%
CCC1CCCCN1S(=O)(=O)c1ccc(S(=O)(=O)N2CCN(S(=O)(=O)CC)CC2)cc1 (stereo unspecified),7%,-1%,-11,-14%,6,2%,8%,5%
O=C(CCCCCBr)N1CCC(CC2CC(c3ccc(Cl)cc3)=NO2)(C(=O)NCC2CCCCC2)CC1 (stereo unspecified),13%,13%,-5,-4%,-30,1%,-3%,-18%
Cc1ccc2nc(N(CCCN(C)C)C(=O)COc3ccc(Cl)cc3)sc2c1,28%,2%,-16,-4%,-11,-9%,-3%,2%
CC1=C(C(=O)Nc2ccccc2)C(c2ccc[nH]2)n2ncnc2N1 (stereo unspecified),41%,19%,/,/,2,-2%,-4%,/
CCOC(=O)c1c(C)oc2ccc(O)c(CN(C)C)c12,-6%,6%,-23,-9%,-1,6%,15%,10%
CCOC(=O)c1ccc(N2C(=O)C3ON(c4ccccc4)C(c4ccco4)C3C2=O)cc1 (stereo unspecified),38%,20%,?,3%,-4,8%,5%,-5%
CN(C)c1ccc(N=Nc2ccc3ncccc3c2)cc1,7%,-21%,-16,3%,-3,-2%,-14%,10%
COc1ccc(Nc2nc(C)nc(N)c2S(=O)(=O)c2ccccc2)cc1,-18%,-2%,/,/,-3,-6%,-16%,/
CC(=O)N1CCN(C(=O)COC(=O)/C=C/c2ccc(C(F)(F)F)cc2)CC1,-15%,9%,-9,3%,-1,-2%,-19%,-8%
CC(C)(C)N1CCC1CN (stereo unspecified),0%,-23%,0,9%,2,1%,3%,8%
Cc1cc(-c2ccc(C)c(S(=O)(=O)NCCCN3CCCCCC3)c2)on1,20%,-20%,-18,12%,-14,-1%,-4%,-5%
CC(C)n1cc(C(=O)NC2CC(C)(C)Cc3c2cnn3-c2ccccc2)cn1 (stereo unspecified),21%,9%,-10,-1%,-4,9%,-2%,-1%
COc1cccc2c1nc(C)c1cc(C)oc12,2%,-16%,4,-3%,-7,-5%,-4%,8%
O=C(Nc1cccc(Cl)c1)c1nc[nH]c1C(=O)NCCCCNC(=O)c1[nH]cnc1C(=O)Nc1cccc(Cl)c1,-19%,0%,9,2%,1,0%,-13%,2%
CN(C)S(=O)(=O)c1ccc2nnn(OCC(=O)NC34CC5CC(CC(C5)C3)C4)c2c1,/,15%,-29,2%,-16,7%,8%,7%
Nc1nnc(-c2ccc([N+](=O)[O-])o2)s1,10%,0%,3,-9%,-4,11%,-1%,3%
CC(C)Oc1ccc(CNC(=O)CCCN2C(=O)c3cccnc3Oc3ccc(Cl)cc32)cc1,?,13%,/,/,6,/,-4%,/
COc1ccc(Nc2c(C)cccc2C)cc1,10%,?,-7,4%,-3,0%,18%,-22%
CC1Sc2ccc(S(=O)(=O)CCC(=O)NCc3cccs3)cc2NC1=O (stereo unspecified),-2%,4%,11,2%,6,2%,6%,-5%
S=c1nc(-c2ccc(Br)cc2)oc2c1CCCC2,-12%,?,26,-4%,2,0%,-9%,-2%

# A second format for some results above.
Molecule	FUS suppressor	TDP43 rescue	DRD3 antagonist	EPAC2 agonist	D3 ag	aSyn yeast inh	Abeta rescue	EPAC2 antagonist
CN(C)S(=O)(=O)c1ccc2nnn(OCC(=O)NC34CC5CC(CC(C5)C3)C4)c2c1	/	15%	-29	2%	-16	7%	8%	7%
CC(C)Oc1ccc(CNC(=O)CCCN2C(=O)c3cccnc3Oc3ccc(Cl)cc32)cc1	?	13%	/	/	6	/	-4%	/
